Screening results as filed in PubChem.
Pyk2 oligo antag: blocks oligomerization of human Pyk2 in cells; Q14289; Q293 cells, Pyk2 FERM NanoBiT luminescence; active compounds read low; z-score (the deposit names both 25 µM and 10 µM); hit rate 0.83% among 99,000;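 active means Z-score of -3 or lower, scaled per plate to the spread of control and sample wells; inactive means z-score above -3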;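 further: negative z-score means lost luminescence so less FERM oligomerization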
Target sequence (Q14289 whole entry, looked up): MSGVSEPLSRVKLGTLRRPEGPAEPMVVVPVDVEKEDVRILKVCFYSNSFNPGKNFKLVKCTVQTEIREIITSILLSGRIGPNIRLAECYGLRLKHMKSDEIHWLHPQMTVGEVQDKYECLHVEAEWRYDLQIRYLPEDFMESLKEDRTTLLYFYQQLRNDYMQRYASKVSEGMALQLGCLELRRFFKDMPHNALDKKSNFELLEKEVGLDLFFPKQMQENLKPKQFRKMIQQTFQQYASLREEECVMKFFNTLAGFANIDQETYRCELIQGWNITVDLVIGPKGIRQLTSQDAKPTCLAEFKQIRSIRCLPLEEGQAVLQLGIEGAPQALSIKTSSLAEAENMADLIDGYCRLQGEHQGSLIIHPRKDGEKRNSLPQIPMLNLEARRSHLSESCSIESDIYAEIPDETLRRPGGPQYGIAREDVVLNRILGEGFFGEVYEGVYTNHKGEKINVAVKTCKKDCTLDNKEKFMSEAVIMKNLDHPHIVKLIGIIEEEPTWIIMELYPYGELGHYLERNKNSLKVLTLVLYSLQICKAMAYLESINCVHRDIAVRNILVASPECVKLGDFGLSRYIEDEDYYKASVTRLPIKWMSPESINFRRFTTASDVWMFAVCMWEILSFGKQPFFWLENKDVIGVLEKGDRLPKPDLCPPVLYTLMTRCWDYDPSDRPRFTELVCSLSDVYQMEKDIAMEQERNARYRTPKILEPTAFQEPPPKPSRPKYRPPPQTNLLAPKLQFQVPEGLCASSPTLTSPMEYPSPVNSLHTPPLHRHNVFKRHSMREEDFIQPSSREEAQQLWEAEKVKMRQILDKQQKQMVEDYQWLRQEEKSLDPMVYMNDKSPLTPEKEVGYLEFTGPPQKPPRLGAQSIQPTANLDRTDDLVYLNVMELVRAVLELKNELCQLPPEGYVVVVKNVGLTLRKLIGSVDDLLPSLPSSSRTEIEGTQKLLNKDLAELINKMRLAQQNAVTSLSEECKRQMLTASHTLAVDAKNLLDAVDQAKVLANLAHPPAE
VCAM1 TNFa inh: reduces TNF alpha induced VCAM1 expression in HUVEC; HUVEC TNFa-induced VCAM-1 immunofluorescence, high-content imaging; inhibition, % at 2 µM; hit rate 0.48% among 95,000;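 active means inhibition above the batch mean plus 3 SD, with images confirmed as a hit by eye, cut at about 37% in these data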;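 further: 0% = TNF-stimulated DMSO wells and 100% = unstimulated control wells; not every result past the cut was called active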
Smad3 FoxH1 inh: inhibitors of human Smad3 transcription factor binding; P84022; TR-FRET Smad3/Dy647-FoxH1 peptide binding, europium anti-His; inhibition, % at 25 µM; hit rate 0.29% among 88,000;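 active means compounds that reduce the energy-transfer binding signal between the protein and its labelled peptide by more than half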;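 further: 0% = Smad3 plus labelled peptide maximal FRET and 100% = peptide-only background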
F-actin modifier: cytoskeleton assembly modification. HUVEC TNFa F-actin phalloidin imaging, high content. inhibition, % at 2 µM. hit rate 0.18% among 91,000. AID 836;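 active means inhibition above the batch mean plus 3 SD and confirmed as a hit by visual image inspection, cut at about 30% in these data, passing the limit was not always enough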; further: strong numbers were not always called active
Fibroblast inh: blocks proliferation of human lung fibroblasts; LL 47 human lung fibroblast viability, ATP luminescence; active compounds read low; viability, % at 10 µM; hit rate 1.1% among 85,000;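 active means viability at or below 50% in the single dose screen; inactive means viability above 50%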;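 further: compound exposure lasted 72 h before the ATP readout; 100% = median luminescence of untreated cell-only wells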
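test system = LL 47 human lung fibroblasts | amount = 1,150 fibroblasts seeded per well | medium = 15% FBS in IMEM | times = overnight cell rest, 72 h compound treatment at 37 °C | measured by = CellTiter-Glo luminescence measuring cellular ATP | read-out = viability percentage against median untreated-cell control | benchmarks = cell-only wells, no compound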
HUVEC tox IL1B: HUVEC cytotoxicity counter-screen, IL-1B stimulated. hit rate 0.41% among 94,000. HUVEC cell count loss, Hoechst imaging. cell count reduction, % at 2 µM;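 active means cell count reduction more than 3 SD above the screen-wide mean, cut at about 70% in these data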;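 further: normalized per plate to untreated control cells as the no-loss baseline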
HUVEC tox TNFa: HUVEC cytotoxicity counter-screen, TNF alpha stimulated; AID 848; cell count reduction, % at 2 µM; HUVEC TNFalpha-stimulated, Hoechst cell count, imaging; hit rate 0.17% among 93,000;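 active means cell count reduction exceeding the screen mean by over 5 SD, scaled to untreated wells per plate, cut at about 78% in these data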;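 further: cells counted after 24 h of TNF alpha exposure following the 1 h pretreatment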
HUVEC prolif 384: inhibitors of human endothelial cell proliferation; AID 648; viability, % at 10 µM (by protocol); HUVEC proliferation, CellTiter-Glo luminescence, 72 h; active compounds read low; hit rate 1.1% among 86,000;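 active means viability at or below 30%; inactive means viability above 30%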;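 further: 100% = median luminescence of DMSO-only cell control wells on each plate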
H69AR growth 86K: growth inhibitors of human H69AR lung tumor cells. H69AR lung tumor viability, ATP luminescence, 72 h; active compounds read low. viability, % at 10 µM. hit rate 6% among 85,000;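 active means viability at or below 40%; inactive means viability above 40%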;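 further: multidrug resistant small cell line overexpressing MRP-1 efflux transporter; 100% = mean luminescence of untreated control wells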
Starred values were filed as active, the others as inactive; x = no result given; & = joins results of further samples; [ ] = dose if it differs, or a comment. An excerpt; count on the stated rates, not on these rows.

mol	Pyk2 oligo antag	VCAM1 TNFa inh	Smad3 FoxH1 inh	F-actin modifier	Fibroblast inh	HUVEC tox IL1B	HUVEC tox TNFa	HUVEC prolif 384	H69AR growth 86K
Cc1nnc(NC(=O)c2ccc3c(c2)C(=O)N(CC2CCCO2)C3=O)s1 (stereo not drawn)	1.94	-6.2	-4.2	-11.9	96.0	20.0	1.0	90.5	96.8
O=C(NC(=S)Nc1ccc(N2CCCCC2)cc1)c1cccs1	-0.83	9.0	x	3.7	x	-22.6	-41.4	x	x
O=C(c1ccc(F)cc1)C1CCN(C(=O)N2CCOCC2)CC1	1.03	6.7	-8.9	19.7	103.1	-0.9	0.5	100.5	86.9
CCSc1ccccc1C(=O)Nc1cc(C)on1	0.58	-34.3	2.0	-4.4	97.5	50.8	24.9	88.7	91.1
Cc1ccc(-c2nc(NC(=O)CSc3nnc(C)s3)ns2)cc1	x	2.9	4.1	8.4	107.7	8.4	-15.7	106.3	103.5
Cc1cccc(C)c1NC(=O)CS(=O)CC(=O)NC1CCN(Cc2ccccc2)CC1 (stereo not drawn)	0.76	13.6	14.4[fluorescence artefact?]	22.7	100.3	-5.4	27.1	102.5	94.2
Cc1cc(Nc2cccc(Cl)c2C)n2ncnc2n1	x	x	-6.9	x	99.1	x	x	113.1	91.1
CCOc1ccc(-c2nnc(SCc3nnc(-c4ccccc4)o3)n2-c2ccccc2F)cc1	0.54	13.2	-0.1	8.8	95.7	-33.7	-15.3	104.0	54.2
O=c1c(Cc2ccccc2)c(O)nc2n1CCCS2	-1.41	17.3	-3.1	1.3	106.2	4.1	-16.5	98.7	105.2
O=C(c1ccc(Cl)cc1)c1cn[nH]c1-c1ccccc1O	-1.47	-8.3	18.6	11.1	98.1	-166.7	-30.2	98.6	107.9
CCC(C)C(=O)N1CCc2cc(-c3csc(N)n3)ccc21 (stereo not drawn)	0	-25.6	3.3	16.2	107.2	-21.8	-24.3	88.6	82.4
COc1ccc(NC(C)=O)cc1NC(=O)CN1CCN(S(=O)(=O)c2ccc(C(C)C)cc2)CC1	-0.12	10.7	-11.8	9.0	79.8	-33.3	-17.3	63.5	57.6
O=C(CN1C(=O)c2ccccc2C1=O)Nc1nnc(C2CCCO2)s1 (stereo not drawn)	-0.01	9.9	7.8	6.6	98.1	-11.2	-11.9	102.0	99.8
CCOc1ccc(NC(=O)N(CC(C)C)CC(C)C)cc1	-0.65	15.9	3.5	-8.7	96.3	4.8	21.3	108.3	92.3
CCCn1nc([N+](=O)[O-])c(C(C#N)c2nc3ccccc3s2)c(Cl)c1=O (stereo not drawn)	-3.18*	50.7*	x	-25.0	x	-6.7	-12.8	x	x
COC(=O)C1=NN(c2ccccc2)C2(S1)S/C(=C\c1ccccc1)C(=O)N2c1ccccc1 (stereo not drawn)	1.6	10.9	x	12.5	x	-2.6	-35.6	x	x
Cc1ccc2c(c1)N=C(c1ccc(F)cc1)CO2	0.06	8.7	5.4	6.2	105.6	-2.4	11.6	96.7	83.7
O=C(NCCc1ccccc1F)C(=O)Nc1nccs1	0.42	11.1	x	1.8	x	-26.4	-3.6	x	x
CCCCCCCCC/C(=N\O)c1ccccn1	-0.86	3.4	9.8	1.5	36.1*	-6.0	-4.5	5.4*	79.8
O=C1CC(c2cccc([N+](=O)[O-])c2)c2ccc3ccccc3c2N1 (stereo not drawn)	-0.58	4.4	x	1.4	x	-47.5	-22.8	x	x
COc1ccc(S(=O)(=O)N2CCC(N3CCN(c4ccccc4)CC3)CC2)cc1	x	20.1	-8.8	-2.9	106.0	-9.3	-28.4	98.8	77.6
CC(Sc1ccc2ccccc2n1)C(=O)O (stereo not drawn)	0.43	4.7&9.8	11.9[fluorescence artefact?]	13.1&-25.3	93.4	28.5&-6.1	-13.4&-19.3	101.9	97.2
Cc1ccc(NC(=O)c2cc(-c3ccco3)on2)cc1C	-0.44	0.3	1.6	19.4	99.2	-16.9	-33.6	109.8	102.5
CC1Cc2cc(/C(O)=C3/C(=O)C(=O)N(CCN4CCOCC4)C3c3cccc(O)c3)ccc2O1 (stereo not drawn)	0.02	8.3	7.5	0.9	90.9	-101.7	0.0	86.6	78.0
CC1=Nc2ccccc2/C1=C/c1sc(=O)n(CC(=O)N2CCCC2)c1O	-1.88	2.7	x	-29.3	x	-18.8	4.5	x	x
O=C(Nc1cccc(Cl)c1Cl)c1ccncc1	-0.23	0.3	-0.6	-9.4	99.6	-37.1	-6.4	101.0	99.1
COc1ccc(/C(O)=C2\C(=O)C(=O)N(Cc3ccco3)C2c2cc(OC)ccc2OC)cc1 (stereo not drawn)	0.46	x	2.6	x	99.8	x	x	96.9	97.9
S=C(c1cccs1)N1CCCC1	-0.3	9.3	4.1	10.3	88.9	22.9	-7.6	87.2	102.0
COc1ccccc1OCC(=O)NCc1ccco1	-0.28	12.8	-19.0	10.9	100.0	-218.1	-3.6	102.4	97.6
CCc1nnc(NC(=O)CSc2nnc(CNc3cccc(Cl)c3)n2CC)s1	-0.03	-0.2	7.6	x	95.2	9.7	10.0	88.8	92.7
O=C1CC(c2ccc(F)cc2)Cc2nc(N3CCc4ccccc43)ncc21 (stereo not drawn)	x	x	41.4[fluorescence artefact?]	x	99.6	x	x	82.4	59.8
CC(C)CC(=O)N1CCC(O)(CS(=O)(=O)Cc2ccccc2Cl)CC1	0.21	4.1	x	20.3	x	-31.6	-15.4	x	x
Cn1c(=O)cc(SCC(=O)N2CCN(C(=O)c3ccco3)CC2)c2ccccc21	0.92	2.7	x	6.8	x	15.2	34.5	x	x
O=C(CC1Sc2ncnn2C1=O)Nc1ccc(Br)cc1 (stereo not drawn)	x	x	-2.8	x	92.3	x	x	94.2	97.8
O=S(=O)(Nc1ccc(S(=O)(=O)N2CCCCC2)cc1)c1cccs1	0.76	7.3	7.0	3.7	101.8	-7.5	0.8	87.0	98.8
COc1ccc2c(C)cc(N3CCOCC3)nc2c1	0.05	-1.6	10.2[fluorescence artefact?]	15.5	101.9	-7.9	-12.7	102.0	107.8
O=C1c2ccccc2CN1CCNS(=O)(=O)c1ccc2ccccc2c1	1.67	-1.7	10.2	-14.4	102.9	3.0	4.0	102.3	79.8
Cc1cc(OCC(=O)N2CCOCC2)c(C(C)C)cc1Cl	-0.61	10.8	2.1	13.8	91.8	-45.5	-15.5	92.9	86.7
C/C(=N\Nc1nnc(C)c(=O)[nH]1)C(=O)O	0.31	15.6	x	9.0	x	0.7	-14.8	x	x
COc1ccc(-c2noc(C(C)n3nc(C)c([N+](=O)[O-])c3C)n2)cc1OC (stereo not drawn)	0.02	-4.6	x	-6.6	x	-8.7	-16.9	x	x

The last 5 records of the section before come first, to join the parts.
mol	Pyk2 oligo antag	VCAM1 TNFa inh	Smad3 FoxH1 inh	F-actin modifier	Fibroblast inh	HUVEC tox IL1B	HUVEC tox TNFa	HUVEC prolif 384	H69AR growth 86K
COc1ccc2c(C)cc(N3CCOCC3)nc2c1	0.05	-1.6	10.2[fluorescence artefact?]	15.5	101.9	-7.9	-12.7	102.0	107.8
O=C1c2ccccc2CN1CCNS(=O)(=O)c1ccc2ccccc2c1	1.67	-1.7	10.2	-14.4	102.9	3.0	4.0	102.3	79.8
Cc1cc(OCC(=O)N2CCOCC2)c(C(C)C)cc1Cl	-0.61	10.8	2.1	13.8	91.8	-45.5	-15.5	92.9	86.7
C/C(=N\Nc1nnc(C)c(=O)[nH]1)C(=O)O	0.31	15.6	x	9.0	x	0.7	-14.8	x	x
COc1ccc(-c2noc(C(C)n3nc(C)c([N+](=O)[O-])c3C)n2)cc1OC (stereo not drawn)	0.02	-4.6	x	-6.6	x	-8.7	-16.9	x	x
CCCCN(CC)CCCNC(=O)CC1Nc2ccccc2NC1=O (stereo not drawn)	0.02	15.9	1.7	-24.7	98.7	-47.2	-23.8	100.2	89.5
O=C(COC(=O)C1CC(=O)N(Cc2ccccc2)C1)Nc1ccc2c(c1)OCO2 (stereo not drawn)	0.24	-10.4	4.3	39.1	93.5	21.8	-28.4	97.9	45.7
O=C(Nc1ccc(CN2CCOCC2)cc1)c1cc2ccccc2oc1=O	x	x	12.2	x	97.0	x	x	94.0	91.4
CNC(=O)c1cc2c(=O)n3cccc(C)c3nc2n1C	x	x	14.7[fluorescence artefact?]	x	89.8	x	x	79.8	74.8
CCC1SC(N)=NC1=O (stereo not drawn)	1.35	31.9	6.8	16.5	100.8	-34.3	-9.3	93.7	98.7
CC1(C)CC(=O)C(C2C3=C(CC(C)(C)CC3=O)Oc3ccccc32)=C(O)C1 (stereo not drawn)	-0.69	-5.4	10.4	-8.2	97.9	5.2	-3.6	90.6	83.0
O=C(NCCN1CCOCC1)Nc1ccccc1	1.78	21.9	0.4	0.1	102.0	15.7	18.6	96.6	104.0
CNC(=O)Nc1ccc(Cl)cc1	-0.21	2.2	-11.1	-6.8	101.0	-7.5	31.9	95.0	97.5
CC(=O)c1c(NCCc2ccccc2)cc(C)oc1=O	0.05	-9.0	0.7	-7.6	99.1	-46.7	-2.3	93.2	93.3
CC1CN(C(=O)CSc2ncnc3sccc23)CC(C)O1 (stereo not drawn)	-0.71	-10.4	1.3	9.9	95.2	-2.9	-3.0	100.2	108.3
Cc1cc(C)n2nc(SCc3nnc(SCCCCl)o3)nc2n1	0.91	-4.7	x	2.4	x	-14.8	-0.6	x	x
CCN(CC)CCCn1c(=S)[nH]c2ccc(Cl)cc2c1=O	0.2	6.9	x	-5.3	x	-38.1	0.7	x	x
COc1cc(Cc2nc3ccc(S(=O)(=O)N4CCOCC4)cc3[nH]2)cc(OC)c1OC	2.79	2.9	x	-7.5	x	-7.6	-5.2	x	x
Nc1ccc2oc3ncccc3c(=O)c2c1	-0.19	18.4	3.1	-3.3	103.2	-25.3	-15.8	89.1	77.0
COc1ccc(Cn2c(CCC(=O)Nc3ccc(C)cc3)nc3cccnc32)cc1	0.29	24.0	-9.4	1.3	103.6	x	-15.3	88.7	95.2
COc1ccccc1NC(=O)C(C)NS(=O)(=O)c1ccc(F)cc1 (stereo not drawn)	0.07	19.7	-5.7	-32.6	99.6	-9.2	12.8	100.7	88.4
CCn1c(CNc2nc(-c3ccccc3)cs2)nnc1SCC(=O)NCc1ccco1	-0.02	-3.5	6.3	-25.6	102.2	14.4	1.4	88.9	96.3
O=C1CCc2nc3ccccc3c(=O)n2N1	1.45	-2.5	-2.5	-8.2	96.3	14.0	-21.1	103.2	88.7
COc1ccc(OC)c(S(N)(=O)=O)c1	0.11	6.6	-5.5	6.0	101.1	-15.8	-11.0	102.4	91.9
CC(=O)c1cc2c(=O)c3cc(C)ccc3oc2nc1C	0.28	-0.2	2.6	2.0	99.8	-17.9	0.7	92.6	70.8
COc1ccc(OC)c(C(=O)c2ccccc2)c1	-0.7	-26.0	4.1	-12.0	96.3	13.0	-25.7	91.5	96.7
Cc1c(NC(=O)CCSc2ccc(Cl)cc2)c(=O)n(-c2ccccc2)n1C	1.32	7.6	7.5	-10.6	113.3	-17.7	8.7	103.1	112.4
